# DNMT1 inh = DNMT1 (human) enzyme inhibition; P26358; DNMT1 molecular beacon, Hinp1I cleavage, fluorescence; inhibition (reported as % activation of signal), % at 10 µM; 360,000 compounds, 0.83% hits; AID 588458; in the data active = inhibition above about 50%
# STEP block = STEP (human) phosphatase inhibition; P54829; recombinant STEP, OMFP fluorogenic substrate, fluorescence; inhibition, % at 20 µM; 360,000 compounds, 0.25% hits; AID 588621;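 active = inhibition at 20 µM, scaled per plate between control wells, above about 37%, limit read from the data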;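 note: 0% = DMSO with enzyme and substrate and 100% = substrate only without enzyme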
#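 Measure: Control-normalized % inhibition with plate pattern correction | Test system: STEP phosphatase, cell-free reaction | Medium: pH 6.0 Bis-Tris with DTT and Tween 20 | Technique: Fluorescence, 480/540 nm | Times: Reaction 20 min, ambient temperature | Doses: Single compound dose of 20 µM, 1% DMSO final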
# eLon inh = inhibits E. coli Lon protease; P0A9M0; purified E. coli Lon protease, fluorescence polarization; inhibition, % at 7.94 µM; 360,000 compounds, 0.42% hits; AID 602123; in the data active = inhibition above about 13%, passing the limit was not always enough;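 note: 0% = enzyme with probe and DMSO and 100% = no enzyme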
# Scp-1 inhibitor = blocks human Scp-1 phosphatase activity. Q9GZU7. inhibition, % at 20 µM. Recombinant Scp1, phosphopeptide, malachite green phosphate absorbance. 340,000 compounds, 0.88% hits;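 active = inhibition above about 50% at 20 µM, limit read from the data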;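 note: plate controls were DMSO wells with enzyme for no effect and wells lacking enzyme for full effect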
#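 Incubation: 45 min enzyme reaction at room temperature / System: truncated SCP-1 phosphatase (76-261aa) / Reagent: Phospho 17-mer peptide substrate / Buffer or medium: Acidic Tris acetate buffer with magnesium and detergent / Signal: absorbance at 630 nm / Doses: one concentration, 20 µM, with 1.0% DMSO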
# bovine MsrA act = activates bovine MsrA enzyme; activation, % at 10.6 µM; AID 602163; 360,000 compounds, 0.3% hits; purified bovine MsrA, absorbance read-out; in the data active = activation above about 7.5%;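 note: 0% = vehicle and 100% = reference activator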
# MsrA inh = inhibitors of bovine MsrA. AID 651718. inhibition, % at 15.5 µM. purified bovine MsrA, absorbance read-out. 360,000 compounds, 0.75% hits; in the data active = inhibition above about 4.5%;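 note: 0% = vehicle wells with enzyme and 100% = reference inhibitor wells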
# SUMO1 PPI mod = alters human SUMO1 binding to SIM partners; P63165; SUMO1 binding to a labelled peptide, TR-FRET, 1 h; inhibition, % at 20 µM; 360,000 compounds, 0.33% hits; in the data active = inhibition above about 37%
# Target sequence (P63165 whole entry, looked up): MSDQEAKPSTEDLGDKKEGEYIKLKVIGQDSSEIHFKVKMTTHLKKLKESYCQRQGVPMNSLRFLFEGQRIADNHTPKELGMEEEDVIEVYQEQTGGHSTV
# TbMetRS inhib = blocks T. brucei methionyl-tRNA synthetase activity; purified T. brucei MetRS, ATP depletion, Kinase-Glo luminescence; inhibition, % at 11.9 µM; 360,000 compounds, 0.4% hits;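 active = inhibition above a per-plate cutoff of the control wells' mean inhibition plus 3 SD, cut at about 5.5% in these data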;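 note: 0% = DMSO wells median and 100% = median of wells with control inhibitor compound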
#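 Material: parasite MetRS enzyme / Replication: singlicate, one well per compound / Signal: luminescence of leftover ATP / Schedule: 2 h aminoacylation at 25 °C after 15 min preincubation / Medium: HEPES-MgCl2-KCl buffer plus DTT, spermine, BSA, pyrophosphatase / Doses: 11.9 µM single point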
# NRP1-CendR mod = alters CendR peptide binding to human NRP-1; O14786; FAM-RPARPAR peptide binding to NRP-1, fluorescence polarization; inhibition, % at 25 µM; 360,000 compounds, 0.85% hits; AID 602438;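 active = inhibition or corrected inhibition above about 18%, plus a signal ratio from 0.5 to 1.5, limit read from the data, passing the limit was not always enough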; note: strong numbers were not always called active
# Target sequence (O14786 whole entry, looked up): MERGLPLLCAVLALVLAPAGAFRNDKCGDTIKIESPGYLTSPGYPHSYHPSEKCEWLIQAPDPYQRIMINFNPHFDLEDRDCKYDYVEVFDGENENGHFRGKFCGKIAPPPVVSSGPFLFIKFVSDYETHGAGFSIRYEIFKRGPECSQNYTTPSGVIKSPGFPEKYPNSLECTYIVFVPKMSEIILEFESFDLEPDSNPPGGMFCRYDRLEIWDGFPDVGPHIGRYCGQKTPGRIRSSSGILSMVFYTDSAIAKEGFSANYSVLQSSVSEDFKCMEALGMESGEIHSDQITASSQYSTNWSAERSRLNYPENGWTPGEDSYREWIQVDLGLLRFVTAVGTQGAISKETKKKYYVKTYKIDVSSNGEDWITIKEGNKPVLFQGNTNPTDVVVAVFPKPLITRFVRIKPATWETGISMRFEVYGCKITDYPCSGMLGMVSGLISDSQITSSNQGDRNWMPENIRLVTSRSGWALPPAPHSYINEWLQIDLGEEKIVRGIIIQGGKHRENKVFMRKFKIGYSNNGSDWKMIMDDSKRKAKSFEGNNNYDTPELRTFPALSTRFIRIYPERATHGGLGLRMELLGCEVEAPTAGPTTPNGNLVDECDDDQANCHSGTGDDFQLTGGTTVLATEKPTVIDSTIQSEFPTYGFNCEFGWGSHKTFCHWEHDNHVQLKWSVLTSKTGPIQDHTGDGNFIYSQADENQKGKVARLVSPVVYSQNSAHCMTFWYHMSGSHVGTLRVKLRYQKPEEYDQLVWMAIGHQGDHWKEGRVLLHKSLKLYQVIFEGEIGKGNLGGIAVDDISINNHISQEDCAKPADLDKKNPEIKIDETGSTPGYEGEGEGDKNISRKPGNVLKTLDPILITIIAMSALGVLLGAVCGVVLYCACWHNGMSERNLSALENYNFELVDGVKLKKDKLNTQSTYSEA
# LMPTP block = LMPTP (human) inhibition; P24666; recombinant LMPTP-A, OMFP fluorogenic substrate, fluorescence intensity; 360,000 compounds, 0.22% hits; inhibition, % at 20 µM;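 active = compounds that cut the enzyme signal by at least half of the control window in the single-dose screen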;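 note: plate controls were DMSO wells with enzyme plus substrate for no effect and substrate without enzyme for full effect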
#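 Assay system: LMPTP-A, protein tyrosine phosphatase of low molecular weight / Medium: pH 6.0 Bis-Tris buffer with DTT and Triton X-100 / Schedule: 50 min enzyme reaction at room temperature, protected from light / Measured by: endpoint fluorescence intensity from OMFP dephosphorylation / Read-out basis: % inhibition relative to no-enzyme and uninhibited control wells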
# * marks the source's active call; other numbers are inactive results; . = not tested or not shown.
SMILES,DNMT1 inh,STEP block,eLon inh,Scp-1 inhibitor,bovine MsrA act,MsrA inh,SUMO1 PPI mod,TbMetRS inhib,NRP1-CendR mod,LMPTP block
O=C(COc1ccc2ccccc2c1Br)NC(=S)Nc1cccc(CO)c1,9,-2,-12,-9,2,1.8,-4,0.1,5,1.9
O=C(NCc1ccc(F)cc1)C1CCN(C(=O)Nc2ccc(F)cc2)CC1,2,-2,-5,8,-7,-0.2,1,-0.2,4,0.2
O=C(C1CCCN(Cc2nc(-c3cccs3)no2)C1)N1CCOCC1 (centres undefined),-2,0,3,-9,-1,0.7,-3,-0.1,6,-0.7
CCC(C)c1ccccc1OCCOCCN1CCCC1 (centres undefined),0,-3,-4,-30,-3,-0.2,-1,-1.0,14,-7.2
O=C(O)c1cc2ccc3ccccc3c2[nH]1,-14,-1,-8,-11,0,1.6,-2,-0.1,-3,0.2
Fc1cccc2sc(Nc3nnc(-c4ccccc4)o3)nc12,-1,8,-1,51*,-4,2.4,12,0.6,-18,32
O=C(NNc1ccccc1C(F)(F)F)c1cccs1,1,-2,-6,-4,-3,-0.9,5,-0.4,-2,-2.8
CC(=O)Nc1nc(CC(C)C)cc(-c2ccco2)c1C#N,0,0,3,41,-3,0.4,-9,-0.1,11,-0.5
CC(C)N1CCN(Cc2ccc(OC3CCCC3)cc2)CC1CCO (centres undefined),-2,1,-8,-10,-2,0.0,2,-0.8,18,-1.0
O=C(O)c1ccc(/C=C/c2ccc3cccc(O)c3n2)cc1,-9,5,9,3,-5,5.6*,-7,-0.2,-16,3.4
O=C(Nc1ccc(F)cc1)Nc1cccnc1,1,0,1,-5,-10,0.6,5,-0.8,4,-1.3
c1ccc(-c2nnc(N3CCCC3)nc2-c2ccccc2)cc1,-2,1,4,3,-7,1.1,-24,-1.3,-2,-0.1
CC(=O)c1ccc(N2CCN(C(=O)C3CCCN(S(=O)(=O)c4c(C)[nH]c(=O)[nH]c4=O)C3)CC2)cc1 (centres undefined),0,0,-13,-7,-7,4.7*,3,-0.4,-3,-0.8
O=C(CCCOc1ccccc1)Nc1nc2ccccc2[nH]1,0,2,0,-5,-2,1.0,3,2.1,9,-0.4
Nc1nc(NCCCN2CCOCC2)nc(Nc2ccccc2)c1[N+](=O)[O-],1,2,-5,-6,-4,3.5,-10,0.9,2,-0.8

# Single records, as listed above. Screens in order: DNMT1 inh | STEP block | eLon inh | Scp-1 inhibitor | bovine MsrA act | MsrA inh | SUMO1 PPI mod | TbMetRS inhib | NRP1-CendR mod | LMPTP block
# O=C(CCCOc1ccccc1)Nc1nc2ccccc2[nH]1 in the list: 0 | 2 | 0 | -5 | -2 | 1.0 | 3 | 2.1 | 9 | -0.4
# CC(=O)Nc1nc(CC(C)C)cc(-c2ccco2)c1C#N in the list: 0 | 0 | 3 | 41 | -3 | 0.4 | -9 | -0.1 | 11 | -0.5

# Further results:
SMILES,DNMT1 inh,STEP block,eLon inh,Scp-1 inhibitor,bovine MsrA act,MsrA inh,SUMO1 PPI mod,TbMetRS inhib,NRP1-CendR mod,LMPTP block
CC(C)OCCCn1c(SC(C)C(=O)NCC2CCCO2)nc2cc(Cl)ccc2c1=O (centres undefined),-2,-2,3,-2,0,-0.2,4,-0.2,7,-0.2
O=[N+]([O-])c1cccc(CN2CCC(Cc3ccccc3)CC2)c1,2,-3,-8,-5,0,-0.4,-13,-0.2,-3,-1.3
Cc1ccc(F)cc1NC(=O)CN1C(=O)NC(C)(c2ccc3c(c2)OCCO3)C1=O (centres undefined),-4,1,-15,-1,-1,-0.6,4,-0.2,12,0.9
Cc1ccc(CC(=O)Nc2nc3ccccc3s2)cc1,5,-1,4,-7,-8,-0.9,1,-1.6,-4,1.3
COc1ccc(CN2C(=O)c3cccnc3C2=O)cc1S(=O)(=O)NCc1ccc(C)cc1,0,-4,9,-9,-2,-0.6,-29,0.5,5,0.2
COc1cc(C(=O)Nc2ccc(C)c(S(=O)(=O)N(C)C)c2)ccc1OCC(=O)N1CCOCC1,-9,-4,-13,-4,-6,0.5,18,-0.5,-8,0.1
Cc1ccc(NC(=O)N2CCCC(c3ccccc3)C2)cc1 (centres undefined),3,3,-5,-13,-2,-0.5,2,-0.7,4,0.1
CC1=C(C(=O)Nc2cccc(F)c2)C(c2ccsc2)C2=C(CC(C)(C)CC2=O)N1 (centres undefined),-4,-4,0,7,-3,0.9,-4,1.0,-3,-1.4
O=C1c2cc(Br)ccc2OC2C=CC=CC12 (centres undefined),14,3,0,-1,-1,-0.8,-23,0.0,16,-1.5
COc1ccccc1-n1nnnc1S(=O)(=O)Cc1ccc(Cl)cc1,22,2,-1,-4,-4,2.3,2,-1.1,-14,1.0
Cc1ccc(C)c(S(=O)(=O)NC(CC(C)C)C(=O)O)c1 (centres undefined),3,-2,3,5,0,-0.8,0,-0.2,1,-2.0
O=C(Nc1ccc(F)cc1)C(=O)c1cn(CC(=O)N2CCOCC2)c2ccccc12,-1,-4,0,-13,-4,1.4,-11,-0.4,9,-1.1
CCS(=O)(=O)N1CCC(C(=O)Oc2ccccc2Br)CC1,-2,2,-7,-12,-2,1.9,3,0.0,2,-0.4
COC(=O)[C@@H](NC(=O)Nc1ccccc1F)C(C)C,1,-4,-4,-1,-2,-0.4,4,-1.0,-3,-1.2
Cc1ccc(CC(CC(=O)O)C(=O)NCc2ccccc2)cc1 (centres undefined),4,1,-6,-1,-3,-0.5,3,-0.3,-13,-2.5
CC(C)C(NS(=O)(=O)c1ccc2c(c1)C(C)(C)C(=O)N2C)C(=O)NCc1ccc(F)cc1 (centres undefined),1,3,-3,-4,1,0.0,0,0.2,-2,-1.5
O=C(CCC(=O)c1cccs1)OCC(=O)c1ccccc1,-2,-1,1,-8,-1,0.7,1,-0.4,1,-1.9
Cc1ccccc1NC(=O)c1[nH]cnc1C(=O)NN,-2,-1,-7,-9,-4,0.0,5,-0.4,4,-0.6
Cn1ccnc1SCC(=O)N(C1CCCCC1)C1CCCCC1,-1,-3,-6,-4,-6,0.4,0,-0.4,13,-1.1
Cc1ccc(-c2onc3ccc(C(=O)O)cc23)cc1,4,5,-8,-5,-4,1.6,-24,-0.7,-11,-0.6
CCCc1cc(NC(=O)CCl)n(-c2ccccc2)n1,-10,1,9,-4,-4,-0.2,-3,0.1,-6,-1.1
COC(=O)[C@@]1(C(C)C)N=C(c2cc(OC)c(OC)c(OC)c2)[C@]2(O1)C(=O)N(C)c1ccccc12,.,.,-5,.,-4,2.7,3,-1.1,0,-1.5
O=C(Nc1c(Cl)cc(Cl)cc1C(=O)NCc1cccnc1)c1ccc(Cl)cc1Cl,3,-2,2,-7,-1,-0.3,1,-0.2,4,0.6
S=C(NCCN1CCOCC1)Nc1ccc(Cl)cc1,-1,0,1,-5,0,-1.0,-2,-0.4,-6,-1.1
O=C(C=CC=Cc1ccccc1)c1ccc([N+](=O)[O-])cc1,23,5,-10,.,-2,-0.2,-15,-0.3,-5,0.0
Brc1ccc(OCc2nnc3n2CCC3)cc1,2,2,-1,-2,-6,1.6,-3,0.2,-4,-1.5
CC(C)(C)c1ccc(OCc2ccc(C(=O)N3CCOCC3)o2)cc1,2,0,-3,-1,-10,0.3,-3,-0.6,-1,0.3
Nc1nc2c3ccccc3nc(C3CC3)n2n1,2,1,-4,2,-11,0.1,1,-2.3,-10,0.8
O=c1nc2n(c3c4c(sc13)CCC4)CCC2,-1,2,2,-8,6,0.1,2,-0.5,-7,-0.4
O=C(O)c1ccc2c(c1)C(=O)N(c1ccc(OCc3ccccc3)cc1)C2=O,0,0,-6,0,-2,-0.4,-23,-1.1,-2,-0.5
O=C(COc1ccc(/C=N/NC(=O)c2ccncc2)cc1)Nc1ccccc1,2,3,-6,7,1,1.0,-7,-0.7,-3,-1.1
CCn1c(=O)ccc2cc([N+](=O)[O-])ccc21,-1,-4,4,-4,-4,0.1,-6,-0.4,15,0.3
COc1ccccc1CNc1cc(C)ccn1,2,1,-5,-2,-4,-0.4,4,-0.1,-1,-0.2
CC(C)CN(C(=O)COC(=O)Cc1c[nH]c2ccccc12)c1c(N)n(Cc2ccccc2)c(=O)[nH]c1=O,-1,0,6,4,-12,0.4,7,-0.1,-5,0.5
COc1ccccc1NC(=O)c1ccc(NC(=O)Cc2n[nH]c(=O)c3ccccc23)cc1,0,2,-5,-7,-2,-0.2,-6,-0.3,-5,-1.0
COc1ccccc1NC1CCCCC1NS(=O)(=O)c1ccccc1 (centres undefined),-3,2,3,-5,-2,-0.1,-1,-0.6,2,1.8
CC(C)(C)NC(=O)c1sccc1C(=O)O,4,12,-2,-4,-2,-1.9,-3,-0.5,-1,-0.1
CCOc1ccc(OCc2ccc(C(=O)NCc3cccnc3)o2)cc1,1,-1,5,1,1,0.1,2,0.3,-10,1.7
COc1ccc(NC(=O)CNc2cccc(C#N)c2)cc1Cl,-15,-3,2,-10,-4,-0.3,3,0.7,-2,1.5
CC(=O)Nc1nc(-c2ccc3ccccc3c2)cs1,7,1,-6,-6,-1,0.7,8,-0.9,-6,-1.2
COc1ccccc1C(=O)Nc1nnc(S(=O)(=O)N2CCCCCC2)s1,-2,0,-3,-3,-8,-0.5,5,-0.1,-3,0.1
C=CCNC(=S)N1CCN(Cc2ccc3c(c2)OCO3)CC1,1,0,4,-12,-5,-0.6,-3,-0.1,-7,-2.2
CC1CCN(C(=O)C2(NC(=O)Nc3cccc(F)c3)CCCCC2)CC1,4,4,-11,12,3,0.5,4,-0.1,-10,-0.5
O=C(CNC(=O)c1ccccc1F)NCCc1ccc(Cl)cc1,1,-3,-10,-8,-3,0.9,2,-0.5,1,-0.7
COc1ccccc1-c1cc(C(=O)NN)[nH]n1,-6,5,7,0,-4,-1.1,7,-0.8,-12,-1.7
O=C(/C=C/Nc1ccccc1F)c1cccs1,0,0,1,6,-12,1.1,-20,-1.5,-6,0.7
O=C(O)CSc1nnc2c(n1)[nH]c1ccccc12,3,10,1,-3,-4,3.6,4,1.2,5,1.2
COc1cc(CCC(=O)Nc2nccs2)cc(OC)c1OC,1,-1,-5,-4,0,-0.3,-1,-0.3,0,-1.1
N#Cc1ccc(S(=O)(=O)N2CCN(Cc3cccs3)CC2)cc1,1,-3,-11,-7,-3,0.0,5,-0.1,1,1.7
COCCNc1nc(C)cc(-c2cc(C(=O)Nc3ccccc3)on2)n1,4,1,29*,-14,-3,.,-1,0.1,13,-1.4
CON1C(=O)C(=O)N(OC)C2CCCCCC21 (centres undefined),1,-3,0,-5,-2,1.0,0,0.5,-12,-2.8

# As entered above:
# Reading for COCCNc1nc(C)cc(-c2cc(C(=O)Nc3ccccc3)on2)n1 under bovine MsrA act: -3
# Reading for COc1cc(CCC(=O)Nc2nccs2)cc(OC)c1OC under DNMT1 inh: 1
# Reading for O=C(/C=C/Nc1ccccc1F)c1cccs1 under TbMetRS inhib: -1.5
# Reading for N#Cc1ccc(S(=O)(=O)N2CCN(Cc3cccs3)CC2)cc1 under eLon inh: -11
